# Jurkat NFkB inh: inhibitors of the PMA/ionomycin-induced NF-kB reporter in Jurkat cells. PMA/ionomycin-induced NF-kB luciferase reporter, luminescence. inhibition, % at 4 µM. hit rate 0.53% among 330,000
# UBC13 inh: inhibitors of human UBC13 polyubiquitin chain formation; AID 485273; inhibition, % at 20 µM; TR-FRET; P61088; hit rate 0.47% among 330,000; in the data active = inhibition above about 45%, passing the limit was not always enough
# Target sequence (P61088 whole entry, looked up): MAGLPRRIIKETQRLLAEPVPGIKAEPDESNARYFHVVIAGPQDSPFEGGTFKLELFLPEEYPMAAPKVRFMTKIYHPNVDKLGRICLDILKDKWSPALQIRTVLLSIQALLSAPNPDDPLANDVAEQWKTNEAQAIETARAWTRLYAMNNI
# SENP8 inh: SENP8 protease inhibition. hit rate 1.2% among 330,000. Q96LD8. inhibition, % at 10 µM. AID 2540. purified SENP8, Z-RLRGG-aminoluciferin cleavage, luminescence
# Target sequence (Q96LD8 whole entry, looked up): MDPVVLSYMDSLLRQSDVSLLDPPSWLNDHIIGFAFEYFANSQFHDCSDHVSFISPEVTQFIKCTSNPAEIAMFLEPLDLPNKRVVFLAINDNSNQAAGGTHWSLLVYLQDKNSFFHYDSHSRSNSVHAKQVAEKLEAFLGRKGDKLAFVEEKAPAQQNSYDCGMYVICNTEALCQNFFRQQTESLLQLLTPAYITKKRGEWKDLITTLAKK
# EBI2 antag: EBI2 (human) antagonism; P32249; inhibition, % at 5 µM; EBI2 beta-arrestin recruitment, luminescence, 7a,25-OHC stimulated; hit rate 0.81% among 360,000; in the data active = inhibition above about 38%;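 note: enzyme fragment complementation signal reports receptor beta-arrestin coupling in cells; 0% = agonist plus DMSO wells and 100% = wells without agonist; some results beyond the cut were filed as inactive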
# 697 NFkB inh: lowers PMA/ionomycin-induced NF-kB signal in 697 B cells | inhibition, % at 4 µM | hit rate 0.33% among 330,000 | 697 B-cell NF-kB luciferase reporter, 16 h; in the data active = inhibition above about 35%
# Apaf1 inhib: inhibitors of human Apaf-1 apoptosome; O14727; reconstituted apoptosome caspase-3 activity, DEVD-Rh110 fluorescence; inhibition, % at 20 µM; hit rate 0.71% among 330,000; active = inhibition of at least 40% at 20 µM;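 note: plate controls were DMSO wells for no effect and DEVD-CHO caspase inhibitor wells for full effect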
#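 System: reconstituted apoptosome with Apaf-1, cytochrome c, caspase-9, procaspase-3, dATP; Signal: Rh110 fluorescence intensity; Schedule: 30 min compound preincubation, 50 min activation, room temperature; Reagent: cytochrome c trigger plus (Z-DEVD)2-Rh110 caspase-3 substrate.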
# CCR6 antag: antagonists of human CCR6 receptor. CHO-K1 CCR6 PathHunter beta-arrestin, luminescence, CCL20-stimulated. inhibition, % at 20 µM. hit rate 0.49% among 340,000;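 active = compounds whose inhibition of the agonist-driven luminescence signal at 20 µM reaches about 50%, limit read from the data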;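 note: cells stimulated with CCL20 at 14 nM final; plate controls were DMSO with CCL20 for no effect and DMSO without agonist for full effect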
# Target sequence (P51684 whole entry, looked up): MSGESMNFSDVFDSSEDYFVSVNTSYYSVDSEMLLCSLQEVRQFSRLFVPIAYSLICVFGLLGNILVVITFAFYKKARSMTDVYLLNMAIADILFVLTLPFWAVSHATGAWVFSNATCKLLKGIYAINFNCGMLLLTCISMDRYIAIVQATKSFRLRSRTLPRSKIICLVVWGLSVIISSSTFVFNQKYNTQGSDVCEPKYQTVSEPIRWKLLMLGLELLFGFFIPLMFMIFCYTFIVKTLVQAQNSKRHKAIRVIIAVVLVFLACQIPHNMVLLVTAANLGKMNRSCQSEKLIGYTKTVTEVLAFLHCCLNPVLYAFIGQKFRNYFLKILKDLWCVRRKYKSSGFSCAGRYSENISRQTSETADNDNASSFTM
# Gli-Sufu block: blocks Gli-Sufu signaling in a luciferase reporter | Sufu-KO-LIGHT fibroblasts, Gli luciferase reporter luminescence | hit rate 0.74% among 340,000 | inhibition, % at 5 µM | AID 588413;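 active = inhibition above about 55%, limit read from the data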;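 note: 0% = DMSO-treated cells and 100% = wells with medium but no cells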
# * marks the source's active call; other numbers are inactive results; x = no result given. Cut-off read from the data, not from the text of the source, unless noted: active = inhibition above about 50%; inactive = the rest. Some of the compounds tested; rates above refer to the full screens.
SMILES,Jurkat NFkB inh,UBC13 inh,SENP8 inh,EBI2 antag,697 NFkB inh,Apaf1 inhib,CCR6 antag,Gli-Sufu block
CC1(C)CN(C(=S)Nc2ccc(F)cc2F)C1=O,-28,-3,-17,-12,-7,4,11,-2
Cc1c(CCOC(=O)c2cc([N+](=O)[O-])cc([N+](=O)[O-])c2)sc[n+]1CC(=O)c1ccc(Br)cc1,-3,14,7,14,7,29,11,5
CCC1=C(OC(=O)N(CC)CC)N2C(=O)OC(=NCC3CC3)[C@]2(Cc2ccccc2)[C@H]2C1=CC[C@H]1C(=O)N(C)C(=O)[C@H]12,5,3,-5,7,6,16,15,8
O=C(O)c1ccc(OCc2occc2C(=O)O)cc1,-10,-6,-10,-10,5,3,8,-9
COC(=O)c1cn(C(=O)c2ccc(OC)c(OC)c2)c2ccccc12,1,-4,-5,4,-10,-7,24,x
Cc1sc(NC(=O)Cn2[nH]c(=O)c3ccccc3c2=O)nc1-c1ccccc1,-6,-14,-5,-7,-3,9,13,14
Cc1cc(NC(=O)C(C)N2C(=O)c3ccccc3S2(=O)=O)no1 (centres undefined),5,-1,-7,2,-1,7,0,-7
O=C1c2ccccc2S(=O)(=O)N1CC1CC(c2ccc(Cl)cc2)=NO1 (centres undefined),-42,-6,-16,4,-129,0,-4,-90
Cc1cccc(-c2noc(CN(C)C(=O)c3ccoc3C)n2)c1,-16,0,-5,-5,3,-7,11,-22
CC(C)CC(NC(=O)OC(C)(C)C)c1cn([C@@H](Cc2ccc(O)cc2)C(=O)N2CCN(C(=O)OC(C)(C)C)CC2)nn1 (some centres undefined),18,0,4,-5,15,11,3,5
CCCCNC(=O)Cn1cnc2c(cnn2-c2ccc(C)cc2)c1=O,7,-2,-10,-1,4,-6,1,1
CC(=O)c1cccc(OCC(=O)OCC(=O)Nc2cc(S(=O)(=O)N3CCCCC3)ccc2C)c1,2,7,1,7,11,5,4,7
NC(=O)CSc1nnc(-c2ccc(S(=O)(=O)N3CCCC3)cc2)n1Cc1ccco1,-1,11,4,-11,20,-20,-8,-2
CC1CC(C)(C)CC2(C1)NC(=O)N(CC(=O)N1CCN(S(=O)(=O)c3cccs3)CC1)C2=O (centres undefined),-17,-4,3,-5,21,2,7,-6
O=P(C1=C(N2CCOCC2)/C(=C\c2ccccc2)CC1)(N1CCOCC1)N1CCOCC1,0,4,4,2,8,-1,11,1
COc1ccc(Nc2nnc(SCC(=O)c3cc(C)n(CC4CCCO4)c3C)s2)cc1 (centres undefined),-13,-16,-6,44,-48,26,8,-3
N#C/C(=C\c1cn(CC(=O)O)c2ccccc12)C(=O)NCc1ccccc1,19,-11,6,-4,8,-10,9,-3
Cc1ccc(NC(=O)Cn2nnc3ccccc3c2=O)cc1,-7,4,5,-2,-5,-12,4,-16
Cc1nn(CC(=O)NCCCc2ccccc2)c(C)c1[N+](=O)[O-],-8,-10,-12,1,2,10,12,x
CCOC(=O)C1(CCCc2ccccc2)CCN(C2CCN(C(C)=O)CC2)CC1,5,6,-1,3,-4,-2,10,4
CCOc1cc(/C=N/OC(C)=O)ccc1OCc1ccccc1,7,1,5,-1,-4,-5,18,-16
Cc1cc(C)cc(OCC(=O)OCC(=O)c2c(N)n(C)c(=O)n(C)c2=O)c1,-8,6,1,0,14,-4,-2,-2
O=C(NC(=S)N1CCOCC1)c1ccc(F)cc1,-4,12,4,1,10,-28,7,-32
CN=c1scc(C)n1/N=C/c1ccc(O)cc1O,-165,9,76*,1,-290,6,11,-66
CC(NC(=S)Nc1ccc(OC(F)F)c(Cl)c1)C(C)(C)C (centres undefined),2,-11,-6,-2,-29,28,13,-3
O=C(Nn1c(=S)[nH]c2ccccc2c1=O)c1ccncc1,3,12,0,-6,10,-6,2,-11
CCN(CCCNC(=O)CNC(=O)c1nn(-c2ccc(OC)cc2OC)c(=O)c2ccccc12)c1cccc(C)c1,-15,-3,-7,10,-15,32,13,33
Cc1cc(OC(C)C(=O)NCc2ccncc2)c2c(C)cc(=O)oc2c1 (centres undefined),4,9,-2,-8,11,13,11,-5
O=C(NC1CCCC(C(F)(F)F)C1)c1ccc([N+](=O)[O-])o1 (centres undefined),5,-10,-9,-8,3,0,4,-33
NS(=O)(=O)c1ccc(CCNC(=O)CSc2nc3ccsc3c(=O)n2CCCCC(=O)O)cc1,4,-4,-7,-5,4,1,8,-6
Cc1ccccc1NC(=O)Cc1nc(COC(=O)c2cc(Br)ccc2O)cs1,-8,16,-12,-7,-6,27,17,-3
N#C/C(=N\Nc1ccc(F)cc1)C(=N)N1CCCCCC1,-194,2,-9,5,-181,8,6,-85
O=S1(=O)[C@H]2C[C@@H]3C=C[C@@]2(CN1Cc1cccc(C(F)(F)F)c1)O3,1,0,4,-8,10,5,4,-17
O=C1c2ccccc2C(=O)N1c1ccc(Br)c2cccnc12,15,-6,4,0,4,10,-2,-9
c1ccc(CNc2nc(CN3CCOCC3)nc3scc(-c4ccccc4)c23)cc1,-6,12,-4,-9,-41,30,13,2
O=C1CSC(c2ccccc2F)N1c1ccccc1F (centres undefined),-3,4,6,-5,15,0,10,8
COCCN(C(=O)/C=C/c1cccc([N+](=O)[O-])c1)c1c(N)n(Cc2ccccc2)c(=O)[nH]c1=O,-4,-3,0,1,24,-21,9,5
CCC(CC)C(=O)Nc1cccc(C(=O)Nc2ccc(S(N)(=O)=O)cc2)c1,-10,6,9,-2,8,-4,3,2
NC(=O)c1nsc(C(=O)N(Cc2cccnc2)C(C(=O)NCc2ccccc2)c2ccc(O)cc2)c1N (centres undefined),4,9,-6,-4,4,4,18,-21
CCOC(=O)N1CCC(NC(=O)CSCc2nc(-c3sccc3C)oc2C)CC1,-8,7,4,0,10,7,12,-4
CCN(CC)CCC(C)OC(c1ccccc1)c1ccccc1 (centres undefined),-2,16,7,9,-8,-6,16,8
COc1ccc2[nH]c(=O)c(CN(Cc3cccnc3)C(=O)Nc3ccccc3)cc2c1,2,-2,-3,-5,14,-6,3,30
COc1cc(C(=O)OCCC(C)C)cc(OC)c1O,-22,4,2,0,-13,8,0,-2
Cc1ccc(C(=O)N2CCN(c3ccc(C(F)(F)F)cn3)CC2)c(C)c1,-1,1,-2,1,-61,27,-3,10
C=CCNc1nc2ccccc2nc1NS(=O)(=O)c1ccc(Br)cc1,1,-6,4,-9,-4,5,3,x
Cc1cc(C)nc(N/N=C/c2ccccc2OCC(=O)O)n1,12,-12,-8,0,-2,7,0,16
O=C(CCNC(=O)c1ccccc1Cl)NCCCSc1ccccc1,4,0,4,6,-8,-5,14,2
O=C(Cc1cccc2ccccc12)Nc1cc(C(=O)O)cc(C(=O)O)c1,3,5,0,-8,8,-18,-4,-1
CN(C)c1ccc(/C=N/NC(=O)c2ccccc2O)o1,9,-7,3,-2,13,-13,3,-2
CC(C)n1nnc(-c2ccc(OCc3ccccc3F)cc2)n1,-88,9,90*,1,-98,6,2,-71

# Next section:
SMILES,Jurkat NFkB inh,UBC13 inh,SENP8 inh,EBI2 antag,697 NFkB inh,Apaf1 inhib,CCR6 antag,Gli-Sufu block
Cc1ccc(S(=O)(=O)N2CCCCC2)cc1NC(=O)COC(=O)C1=COCCO1,-9,3,6,-10,-3,-1,2,-5
COc1cc(CNCc2ccccc2)cc(Cl)c1OC,2,9,-1,4,-16,-8,-12,0
O=C(COC(=O)c1ccc(O)cc1O)NC1CC1,-13,-10,-14,-8,-8,17,3,-3
O=S1(=O)CC(O)C(NCCO)C1 (centres undefined),1,1,1,-14,-1,-7,3,3
Cc1cc(C)nc(Nc2ccc(N3CCCC3)cc2)n1,-1,-2,-9,12,15,9,7,-8
O=C(NN=C1c2ccccc2-c2ccccc21)c1ccccn1,-12,-19,-3,-53,-37,1,-2,-15
CCOC(=O)c1snc2c(=O)[nH]cnc12,2,32,-7,-8,-4,-1,28,20
O=C1C2CCCN2C(c2ccc(F)cc2)N1c1cccc(Cl)c1 (centres undefined),3,10,2,-4,13,-6,10,-14
O=[N+]([O-])c1ccc(OCCCOc2cccc3cccnc23)cc1,-10,-2,7,8,-14,17,7,6
N=c1nc(SCCC(=O)O)ss1,-6,-4,-1,4,11,12,-3,-4

# An excerpt of these results, field by field.
> O=S1(=O)CC(O)C(NCCO)C1 (centres undefined)
- Jurkat NFkB inh = 1
- UBC13 inh = 1
- SENP8 inh = 1
- EBI2 antag = -14
- 697 NFkB inh = -1
- Apaf1 inhib = -7
- CCR6 antag = 3
- Gli-Sufu block = 3
> N=c1nc(SCCC(=O)O)ss1
- Jurkat NFkB inh = -6
- UBC13 inh = -4
- SENP8 inh = -1
- EBI2 antag = 4
- 697 NFkB inh = 11
- Apaf1 inhib = 12
- CCR6 antag = -3
- Gli-Sufu block = -4

# More results follow:
SMILES,Jurkat NFkB inh,UBC13 inh,SENP8 inh,EBI2 antag,697 NFkB inh,Apaf1 inhib,CCR6 antag,Gli-Sufu block
CCOC(=O)c1ccc2[nH]c3c(c2c1)CCCC3,-56,2,-9,22,-31,7,-3,-43
O=C1CC(Nc2ccccc2)C(=O)N1CCc1ccccc1 (centres undefined),2,-17,-4,2,-10,6,6,-33
CCOCCCNC(=O)c1ccc(NC(C)=O)cc1,0,-2,5,-5,-18,3,2,0
CCN1CCN(CCC(=O)Nc2ccc(F)c(F)c2)CC1,-6,1,-9,-10,8,3,1,17

# Structural class: the compounds so far containing a COOH group
SMILES,Jurkat NFkB inh,UBC13 inh,SENP8 inh,EBI2 antag,697 NFkB inh,Apaf1 inhib,CCR6 antag,Gli-Sufu block
O=C(O)c1ccc(OCc2occc2C(=O)O)cc1,-10,-6,-10,-10,5,3,8,-9
N#C/C(=C\c1cn(CC(=O)O)c2ccccc12)C(=O)NCc1ccccc1,19,-11,6,-4,8,-10,9,-3
NS(=O)(=O)c1ccc(CCNC(=O)CSc2nc3ccsc3c(=O)n2CCCCC(=O)O)cc1,4,-4,-7,-5,4,1,8,-6
Cc1cc(C)nc(N/N=C/c2ccccc2OCC(=O)O)n1,12,-12,-8,0,-2,7,0,16
O=C(Cc1cccc2ccccc12)Nc1cc(C(=O)O)cc(C(=O)O)c1,3,5,0,-8,8,-18,-4,-1
N=c1nc(SCCC(=O)O)ss1,-6,-4,-1,4,11,12,-3,-4

# Bioassay records as filed in PubChem.
